PKM2 act: increases activity of human pyruvate kinase M2. purified PKM2, Kinase-Glo ATP luminescence, activation; response scale: 0% is enzyme alone, no compound. Potency, µM (doses to about 57.5 µM), for the others: at the top dose activation, hits mostly activators. hit rate 0.34% among 260,000. AID 1631; further: potency means the concentration at half of the fitted maximal effect; on the % scale 0 is the no-effect control and ±100 the full control effect; nearly all actives have a fitted effect of over 55% in size
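Purified hPK-M2 (>95%) run at intermediate activity with 0.1 mM ADP and 0.5 mM PEP in 50 mM imidazole pH 7.2, KCl, MgCl2; 1 h room temperature. ATP formed read by Kinase-Glo luminescence; normalized to uninhibited and no-enzyme controls.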
ASM inhibitor: blocks human secretory acid sphingomyelinase. placental ASM, HMU-PC fluorogenic substrate, 60 min. P17405. hit rate 0.006% among 340,000. Potency, µM (top dose mostly 57.5 µM), for the others: top-dose activity change, negative = inhibition, most hits filed as inhibitors. AID 504937; further: potency means the concentration at half of the fitted maximal effect
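Fluorescence read-out (Ex 386 nm, Em 447 nm) after stopping the reaction at pH 10. Enzyme: ASM from human placenta; substrate HMU-PC0, 9 uM final; 60 min, 37 °C. Compound preincubation 10 min, ambient temperature.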
Mito fusion act: mitochondrial division inhibition or fusion activation | S. cerevisiae fusion-defective mutant growth rescue, CellTiterGlo 48 h | Potency, µM (titrated, usually from 46.1 µM), for inactives: top-dose growth rescue (activation), actives largely listed as activators | hit rate 0.23% among 320,000;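 further: potency means the concentration at half of the fitted maximal effect; % of control where 0% means no effect; nearly all actives have a fitted effect of over 45% in size; temperature-sensitive fusion mutants such as fzo1-1 at 37 °C on non-fermentable ethanol glycerol medium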
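Growth-rescue viability read-out: after 48 h at the non-permissive 37C in glycerol/ethanol YPEG, yeast mitochondrial fusion mutants are measured by CellTiterGlo luminescence; compounds (23 nl pinned per well) restoring growth score as division inhibitors or fusion activators.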
GALK inhibitor: blocks human galactokinase activity. P51570. Purified GALK, Kinase-Glo residual ATP luminescence. hit rate 0.007% among 270,000. Potency, µM (titrated, usually from 57.5 µM), inactives show at the highest dose activity change, negative = inhibition, usual class: inhibitors; further: potency means the concentration at half of the fitted maximal effect; on the % scale 0 is the no-effect control and ±100 the full control effect
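Quantitative HTS: GALK 5 nM, ATP 35 uM, galactose 100 uM, 1 h room temperature, then luciferase-based ATP detection.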
Eya2 phos inh: Eya2 (human) phosphatase inhibition; O00167; recombinant Eya2, OMFP fluorescence dephosphorylation (OMFP is methylfluorescein phosphate); Potency, µM (series often up to 76.9 µM), without a hit: at the top dose activity, negative = inhibition, usual class: inhibitors; hit rate 0.006% among 330,000; AID 488837; further: potency means the concentration at half of the fitted maximal effect; on the % scale 0 is the no-effect control and ±100 the full control effect
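Eya2 (0.2 uM) preincubated 10 min at ambient with compound, then OMFP substrate added at 50 uM; 10 min reaction in 50 mM HEPES pH 7.5, 50 mM NaCl, 5 uM MgCl2, 0.05% BSA, 1 mM DTT. Fluorescence read at Ex 485/Em 525 nm.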
TSHR antagonist: human thyrotropin receptor antagonism | P16473 | TSHR-expressing cells, TSH-stimulated cAMP HTRF, 2 h; stronger effect = lower value | activity change, negative = inhibition, % at 11.5 µM | hit rate 0.2% among 330,000 | AID 504810;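 active means activity change below a set negative limit, meaning inhibition stronger than a set level, cut at about -70% in these data; inconclusive means activity change between two set negative limits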; further: on the % scale 0 is the no-effect control and ±100 the full control effect
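Read-out is FRET at 665 nm (cryptate excitation 337 nm) from a cryptate-tagged anti-cAMP antibody, competed by cell cAMP against cAMP-d2. Compounds are tested on freshly harvested TSHR cells challenged with 4nM TSH (EC80) for 2 hours at 37 deg C.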
hERG WT inh: KCNH2 (human, wildtype) channel inhibition | Q12809 | U2OS, BacMam KCNH2, thallium flux FluxOr; stronger effect = lower value | activity change, % at 1.84 µM | hit rate 0.37% among 340,000 | AID 720551;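 active means maximum activity change below -70%; inconclusive means maximum activity change between -70% and -50%; inactive means maximum activity change above -50%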; further: on the % scale 0 is the no-effect control and ±100 the full control effect
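U2OS cells transduced with wild-type KCNH2 virus are loaded with FluxOr dye for 45 min, and thallium flux is measured in kinetic reads before and after stimulation buffer. Rate constants are normalized to DMSO controls.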
Chronic BCR inh: blocks chronic active B-cell receptor signaling; ABC-DLBCL IkBa-CBG/CBR reporter, luminescence ratio, 4 h; Potency, µM (series often up to 46.1 µM), inactives show at the top dose ratio change, negative = lower green/red ratio, most hits filed as inhibitors; hit rate 0.05% among 340,000; active means well fitted inhibition curve with a large enough effect in the signal ratio, with a control signal flat, not every such curve was filed as active; inconclusive means small, poorly fitted or top-dose-only effect, or effect the other way, or a change in a side signal; the % refers to the signal ratio;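 further: potency means the concentration at half of the fitted maximal effect; plate controls were basal doxycycline-induced cells for no effect and cells given 10 µM MG132 for full effect; MG132 reads +100%, hits lower the ratio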
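Compounds up to 46 uM were incubated four hours with TMD8 cells whose green CBG68 luciferase is fused to IkappaBalpha; red CBR luminescence normalised the signal, and concentration-effect curves were fitted to fusion, red and ratio data.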
MBNL1 CUG block: MBNL1-poly(CUG) RNA binding inhibition; Q9NR56; TR-FRET MBNL1-His/biotin-(CUG)12 binding, 665/545 ratio; Potency, µM (highest dose often 57.5 µM), inactives show at the highest dose activity change, negative = inhibition, hits mostly inhibitors; hit rate 0.036% among 280,000; AID 2675; active means well fitted inhibition curve with a large enough effect in the signal ratio, with a control signal flat, not every such curve was filed as active; inconclusive means small, poorly fitted or top-dose-only effect, or effect the other way, or a change in a side signal; inactive means no such curve, though single readings can be large or run the other way; the % refers to the signal ratio; further: potency means the concentration at half of the fitted maximal effect; on the % scale 0 is the no-effect control and ±100 the full control effect
Target sequence (Q9NR56 whole entry, looked up): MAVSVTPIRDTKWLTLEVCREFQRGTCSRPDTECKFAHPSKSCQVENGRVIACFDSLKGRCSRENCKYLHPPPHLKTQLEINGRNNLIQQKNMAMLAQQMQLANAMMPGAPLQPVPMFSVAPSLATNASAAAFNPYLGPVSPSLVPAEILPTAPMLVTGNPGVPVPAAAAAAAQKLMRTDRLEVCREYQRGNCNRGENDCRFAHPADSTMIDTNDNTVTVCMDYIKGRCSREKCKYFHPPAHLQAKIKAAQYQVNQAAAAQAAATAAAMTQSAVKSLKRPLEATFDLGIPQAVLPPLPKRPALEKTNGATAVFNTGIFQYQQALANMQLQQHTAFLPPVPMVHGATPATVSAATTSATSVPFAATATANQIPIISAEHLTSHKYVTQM
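His-tagged MBNL1 binding to biotinylated (CUG)12 RNA was measured by TR-FRET using terbium anti-His antibody (0.055 ng/ul final) and streptavidin-XL665 (5 nM final). Compounds were titrated 92 nM to 58 uM; 60 min at room temperature.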
Menin-MLL TR inh: displaces Texas Red mutant MLL peptide from human menin; Menin + Texas Red MLL mutant peptide, fluorescence polarization; Potency, µM (series often up to 61.6 µM), for the others: top-dose FP activity change, negative = inhibition, usual class: inhibitors; hit rate 0.23% among 270,000; active means well fitted inhibition curve with a large enough effect in the polarisation, with a control signal flat, not every such curve was filed as active; inconclusive means small, poorly fitted or top-dose-only effect, or effect the other way, or a change in a side signal; inactive means no such curve, though single readings can be large or run the other way; the % refers to the polarisation; further: potency means the concentration at half of the fitted maximal effect; % of control where 0% means no effect; many of its hits are not listed in these tables
Target sequence (O00255 whole entry, looked up): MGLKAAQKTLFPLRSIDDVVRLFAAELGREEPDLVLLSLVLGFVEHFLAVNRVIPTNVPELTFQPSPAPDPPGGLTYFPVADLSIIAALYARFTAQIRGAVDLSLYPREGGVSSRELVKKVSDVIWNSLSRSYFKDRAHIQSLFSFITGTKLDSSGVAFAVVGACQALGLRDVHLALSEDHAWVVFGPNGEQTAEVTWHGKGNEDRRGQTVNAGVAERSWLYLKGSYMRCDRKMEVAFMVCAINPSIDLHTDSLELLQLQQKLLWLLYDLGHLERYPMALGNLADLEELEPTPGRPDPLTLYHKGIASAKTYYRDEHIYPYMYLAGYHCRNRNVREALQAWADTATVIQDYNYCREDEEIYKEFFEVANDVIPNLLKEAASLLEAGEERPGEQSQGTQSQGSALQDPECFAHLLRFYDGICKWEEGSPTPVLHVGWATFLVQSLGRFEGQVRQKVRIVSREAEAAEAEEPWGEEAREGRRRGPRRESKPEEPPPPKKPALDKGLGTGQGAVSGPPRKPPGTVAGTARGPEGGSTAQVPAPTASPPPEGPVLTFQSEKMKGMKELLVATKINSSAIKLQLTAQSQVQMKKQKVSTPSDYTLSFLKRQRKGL
USP2a block: inhibitors of human ubiquitin-specific protease USP2a. hit rate 0.01% among 330,000. USP2 core, Ub-CHOP2 coupled fluorogenic reporter, 485/531. Potency, µM (titrated, usually from 38.3 µM), for inactives: at the highest dose activity change, negative = inhibition, usual class: inhibitors. AID 463254;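 further: potency means the concentration at half of the fitted maximal effect; plate controls were DMSO wells for no effect and full inhibition by NEM control for full effect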
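Cell-free coupled assay: 10nM USP2 core preincubated 30min RT with compound in Tris-HCl pH 8.0/CaCl2/CHAPS buffer, then 25nM Ub-CHOP2 and 25nM reporter substrate; fluorescence (Ex 485/Em 531) read after 60min RT, normalized to NEM inhibition, concentration-response curves fitted.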
* marks the source's active call; other numbers are inactive results. Unless noted, the call rests on the fitted dose curve; in most records, active means well fitted curve in the direction sought with a large enough effect; inconclusive means small, poorly fitted or top-dose-only effect, or another doubt; inactive means no such curve, though single readings can be large; an effect the other way counts as inactive or inconclusive. Not all compounds are listed (hit frequency here may not be typical).

Screening COC(=O)C1=C(CN2CCSCC2)NC(=O)NC1c1cc(C)ccc1C (stereo not drawn) returned PKM2 act 4%, ASM inhibitor 3%, Mito fusion act 0%, GALK inhibitor 2%, Eya2 phos inh 2%, TSHR antagonist -9, hERG WT inh -7, Chronic BCR inh 1%, MBNL1 CUG block -14%, Menin-MLL TR inh -6% and USP2a block 0%.
C=CCn1c(=O)c(CCC(=O)Nc2ccc(N3CCOCC3)cc2)nc2cc(C(F)(F)F)ccc21 was read as ASM inhibitor -6%, Mito fusion act -2%, GALK inhibitor 6%, Eya2 phos inh -18%, TSHR antagonist 9, hERG WT inh -17, Chronic BCR inh -1%, MBNL1 CUG block 4% and USP2a block -1%.
For CC1=[N+](CC(=O)NC(C)(C)C)CCc2ccccc21 the results were PKM2 act 0%, ASM inhibitor 3%, Mito fusion act -3%, GALK inhibitor 3%, Eya2 phos inh -2%, TSHR antagonist -1, hERG WT inh 3, Chronic BCR inh 1%, MBNL1 CUG block 2%, Menin-MLL TR inh 2% and USP2a block 3%.
Screening CCc1ccc(CNC(=O)C2CCCN(c3nn4c(=O)cc(C)nc4s3)C2)cc1 (stereo not drawn) returned PKM2 act -5%, ASM inhibitor 1%, Mito fusion act -1%, Eya2 phos inh 2%, TSHR antagonist 3, hERG WT inh 1, Chronic BCR inh 6%, MBNL1 CUG block -19%, Menin-MLL TR inh 1% and USP2a block 1%.
Screening Cc1ccccc1C(=O)N1CCCC(CCC(=O)N2CCN(c3ccccn3)CC2)C1 (stereo not drawn) returned PKM2 act 0%, ASM inhibitor 0%, Mito fusion act -5%, GALK inhibitor -2%, Eya2 phos inh 7%, TSHR antagonist -5, hERG WT inh 5, Chronic BCR inh 3%, MBNL1 CUG block -4%, Menin-MLL TR inh -1% and USP2a block 1%.
Screening NC(=O)COc1ccc(=O)n(-c2ccccc2)n1 returned PKM2 act 3%, ASM inhibitor 4%, Mito fusion act -2%, GALK inhibitor 3%, Eya2 phos inh 6%, TSHR antagonist 15, hERG WT inh -4, Chronic BCR inh inconclusive, MBNL1 CUG block 9%, Menin-MLL TR inh -7% and USP2a block 3%.
`COc1ccc(C(=O)NCC(=O)N=Nc2c(O)n(C)c3ccccc23)cc1OC` gave PKM2 act 4%, ASM inhibitor -4%, Mito fusion act 3%, GALK inhibitor 3%, Eya2 phos inh -6%, TSHR antagonist -4, hERG WT inh -3, Chronic BCR inh 3%, MBNL1 CUG block inconclusive and USP2a block -1%.
`O=C1CCC(c2ccccc2)(C2CCN(Cc3ccccc3)CC2)C(=O)N1` (stereo not drawn) gave ASM inhibitor -7%, Mito fusion act -6%, Eya2 phos inh 3%, TSHR antagonist 3, hERG WT inh 27, Chronic BCR inh 3%, Menin-MLL TR inh -7% and USP2a block 1%.
For COc1cccc(C(=O)N2CCN(C(=O)c3ccc(-c4ccccc4)cc3)CC2)c1OC the results were PKM2 act 4%, ASM inhibitor -1%, Mito fusion act 6%, GALK inhibitor 11%, Eya2 phos inh -11%, TSHR antagonist -3, hERG WT inh 7, Chronic BCR inh inconclusive, MBNL1 CUG block -6%, Menin-MLL TR inh -23% and USP2a block -2%.
`CCCCN(CCCC)S(=O)(=O)c1ccc2[nH]c(=O)[nH]c2c1` gave PKM2 act 0%, ASM inhibitor -5%, Mito fusion act 1%, GALK inhibitor -3%, Eya2 phos inh -3%, TSHR antagonist -6, hERG WT inh 22, Chronic BCR inh 10%, MBNL1 CUG block 1%, Menin-MLL TR inh -8% and USP2a block 4%.
For COC(=O)C1C(=O)C2=C(CC1C)NC(C)=C(C(=O)OCCOc1ccccc1)C2c1ccc(C)o1 (stereo not drawn) the results were PKM2 act -7%, ASM inhibitor 19%, Mito fusion act 5%, GALK inhibitor -2%, Eya2 phos inh -24%, TSHR antagonist -19, hERG WT inh 12, Chronic BCR inh inconclusive, MBNL1 CUG block 20%, Menin-MLL TR inh 4% and USP2a block 0%.
For COc1ccccc1N(CCC#N)C(=O)CSc1nnc2ccccn12 the results were ASM inhibitor -1%, Mito fusion act 4%, Eya2 phos inh -12%, TSHR antagonist 9, hERG WT inh -3, Chronic BCR inh inconclusive and USP2a block 1%.
For Cc1ccc(S(=O)(=O)Nc2ccc3[nH]c(=O)[nH]c3c2)c(C)c1 the results were PKM2 act 23%, ASM inhibitor -1%, Mito fusion act 2%, GALK inhibitor -2%, Eya2 phos inh 8%, TSHR antagonist 22, hERG WT inh -1, Chronic BCR inh -2%, MBNL1 CUG block -6%, Menin-MLL TR inh 16% and USP2a block 1%.
Screening O=S(=O)(NCc1ccccc1Cl)c1cnc[nH]1 returned PKM2 act 8%, ASM inhibitor 1%, Mito fusion act -10%, GALK inhibitor 1%, Eya2 phos inh -28%, TSHR antagonist 2, hERG WT inh -3, Chronic BCR inh -1%, MBNL1 CUG block 8%, Menin-MLL TR inh -12% and USP2a block 3%.
Screening CCOc1cc(C(c2c(C)[nH][nH]c2=O)c2c(C)[nH][nH]c2=O)ccc1OCc1ccc([N+](=O)[O-])cc1 returned PKM2 act 11%, ASM inhibitor -4%, Mito fusion act -1%, GALK inhibitor -1%, Eya2 phos inh -5%, TSHR antagonist -6, hERG WT inh 23, Chronic BCR inh inconclusive, MBNL1 CUG block inconclusive, Menin-MLL TR inh inconclusive and USP2a block 1%.
Screening Cc1cc2ccccc2n1CCNC(=O)C1CC1 returned PKM2 act -2%, ASM inhibitor 6%, Mito fusion act -1%, Eya2 phos inh inconclusive, TSHR antagonist -9, hERG WT inh -5, Chronic BCR inh 2%, MBNL1 CUG block 22%, Menin-MLL TR inh -26% and USP2a block 2%.
Screening O=C(NC1CCCCC1)C1CCN(S(=O)(=O)c2cccc3nsnc23)CC1 returned PKM2 act 2%, ASM inhibitor 0%, Mito fusion act 0%, Eya2 phos inh -3%, TSHR antagonist 6, hERG WT inh -5, Chronic BCR inh 1%, MBNL1 CUG block 8%, Menin-MLL TR inh 11% and USP2a block 2%.
`O=C(O)C(Cc1ccccc1)n1cccc1` (stereo not drawn) gave PKM2 act 0%, ASM inhibitor 1%, Mito fusion act 0%, GALK inhibitor 2%, Eya2 phos inh 12%, TSHR antagonist 6, hERG WT inh 5, Chronic BCR inh 0%, MBNL1 CUG block -11%, Menin-MLL TR inh 13% and USP2a block 0%.
CCOC(=O)Nc1nnc(-c2ccc(OC)c(OC)c2)s1 was read as PKM2 act 1%, ASM inhibitor 5%, Mito fusion act 4%, GALK inhibitor -2%, Eya2 phos inh -12%, TSHR antagonist 0, hERG WT inh -4, Chronic BCR inh 6%, MBNL1 CUG block 0%, Menin-MLL TR inh -15% and USP2a block 5%.
`Cc1cc(C(F)(F)F)c2c(=O)[nH]c(=O)n(Cc3ccccc3)c2n1` gave PKM2 act -6%, ASM inhibitor -5%, Mito fusion act 8%, GALK inhibitor 5%, Eya2 phos inh 6%, TSHR antagonist -11, hERG WT inh -2, Chronic BCR inh 4%, MBNL1 CUG block 4%, Menin-MLL TR inh -7% and USP2a block 3%.
Screening CC(C)(C)c1ccc(C(=O)NC(=S)Nn2cnnc2)cc1 returned PKM2 act -11%, ASM inhibitor 4%, Mito fusion act -4%, GALK inhibitor 0%, Eya2 phos inh -23%, TSHR antagonist 5, hERG WT inh -1, Chronic BCR inh -3%, MBNL1 CUG block -23%, Menin-MLL TR inh -2% and USP2a block 1%.
Screening O=C(c1cc(-c2cccs2)on1)N1CCOCC1 returned PKM2 act -6%, ASM inhibitor 0%, Mito fusion act -1%, GALK inhibitor -1%, Eya2 phos inh -37%, TSHR antagonist 37, hERG WT inh -12, Chronic BCR inh 3%, MBNL1 CUG block 14%, Menin-MLL TR inh 4% and USP2a block -2%.
For Cc1onc(-c2ccccc2)c1C(=O)Nc1nnc(COc2ccc(Cl)cc2)s1 the results were PKM2 act -27%, ASM inhibitor -10%, Mito fusion act 15%, GALK inhibitor -4%, Eya2 phos inh -26%, TSHR antagonist -27, hERG WT inh 7, Chronic BCR inh inconclusive, MBNL1 CUG block 15%, Menin-MLL TR inh 2% and USP2a block -5%.

High-throughput results deposited in PubChem BioAssay by National Center for Advancing Translational Sciences (NCATS).
